# rCAG RNA binder: r(CAG) repeat RNA binding. TO-PRO-1 dye displacement fluorescence. inhibition, % at 3 µM. 370,000 tested, 1.3% active. AID 651821;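 active = inhibition above the plate cutoff, the mean of all test compounds on that plate plus 3 SD, cut at about 35% in these data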;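 also: 0% = DMSO alone and 100% = 100 µM mitoxantrone as full dye displacement; higher means more dye released from RNA so lower well fluorescence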
# HTRA1 inhibitor: inhibitors of human serine peptidase HTRA1 | 340,000 tested, 0.5% active | Q92743 | inhibition, % at 5.96 µM | recombinant HTRA1, FP-rhodamine activity-based probe, fluorescence polarization | AID 504803; in the data active = inhibition above about 36%;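 also: 0% = enzyme with DMSO and 100% = wells lacking enzyme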
# MBD2 DNA inh: MBD2-methylated oligo binding inhibition. TR-FRET, MBD2 binding to methylated oligonucleotide. 370,000 tested, 0.31% active. Q9UBB5. inhibition, % at 4.4 µM; in the data active = inhibition above about 13%
# UHRF1 MBD2 ctr: blocks human UHRF1 binding to methylated DNA; UHRF1 binding to methylated oligo, TR-FRET; inhibition, % at 4.4 µM; 370,000 tested, 0.75% active; Q96T88; in the data active = inhibition above about 21%;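 also: UHRF1 SRA domain binding a hemimethylated CpG hairpin DNA probe; 0% = median of test compound wells and 100% = reference inhibitor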
# Target sequence (Q96T88 whole entry, looked up, the tested form may be a part): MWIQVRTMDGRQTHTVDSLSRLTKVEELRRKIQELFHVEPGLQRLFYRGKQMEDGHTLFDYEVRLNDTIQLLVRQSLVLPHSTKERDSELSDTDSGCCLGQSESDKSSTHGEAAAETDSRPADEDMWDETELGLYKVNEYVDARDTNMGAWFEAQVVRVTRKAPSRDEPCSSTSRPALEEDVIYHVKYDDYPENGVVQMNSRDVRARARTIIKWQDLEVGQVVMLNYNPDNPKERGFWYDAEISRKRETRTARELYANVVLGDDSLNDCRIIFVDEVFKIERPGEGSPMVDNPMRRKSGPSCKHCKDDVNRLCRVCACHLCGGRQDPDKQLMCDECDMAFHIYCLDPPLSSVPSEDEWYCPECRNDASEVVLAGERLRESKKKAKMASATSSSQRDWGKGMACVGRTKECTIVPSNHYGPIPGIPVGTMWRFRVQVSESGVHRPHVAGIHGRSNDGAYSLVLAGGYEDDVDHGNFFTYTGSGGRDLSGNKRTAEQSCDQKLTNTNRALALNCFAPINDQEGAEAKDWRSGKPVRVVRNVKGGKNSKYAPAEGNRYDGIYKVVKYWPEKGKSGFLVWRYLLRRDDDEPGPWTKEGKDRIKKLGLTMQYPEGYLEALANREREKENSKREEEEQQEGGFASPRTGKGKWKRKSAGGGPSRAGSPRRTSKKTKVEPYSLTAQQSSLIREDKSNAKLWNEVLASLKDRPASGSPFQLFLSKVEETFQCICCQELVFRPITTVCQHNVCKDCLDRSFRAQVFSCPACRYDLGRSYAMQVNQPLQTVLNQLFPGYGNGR
# LEDGF integ inh: blocks HIV-1 LEDGF/p75-dependent DNA integration. 370,000 tested, 0.64% active. inhibition, % at 3.7 µM. TR-FRET IN-LEDGF/p75 DNA integration, Eu/Cy5;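 active = inhibition above the screen-wide mean plus 3 SD, cut at about 13% in these data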;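 also: signal is the Cy5 over europium emission ratio at 671 and 618 nm; 0% = plate median of compound wells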
# NR1D1 modulator: modulators of human Rev-erb alpha DNA binding. P20393. Rev-erbα–FITC-DNA binding, fluorescence polarization, 90 min. activity, % at 10 µM. 370,000 tested, 0.79% active. AID 1259318;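 active = activity above about 14%, limit read from the data; passing the limit was not always enough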;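 also: 0% = DMSO wells with 35 nM protein and 100% = DMSO wells with 750 nM protein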
# TCR CD3 inh: human TCR-CD3 binding inhibition; TAMRA-labeled TCR probe fluorescence, biochemical; inhibition, % at 9.4 µM; 360,000 tested, 0.37% active; AID 651800; in the data active = inhibition above about 19%;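 also: recombinant mutant TCR 2C K166C tagged with TAMRA read by polarization; 0% = receptor in buffer alone and 100% = receptor with positive control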
# ABHD4 inh: ABHD4 (mouse) inhibition, primary FP screen; 370,000 tested, 0.54% active; Q8VD66; inhibition, % at 8.92 µM; purified mABHD4, FP-Rh probe fluorescence polarization;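 active = inhibition exceeding the mean over every tested compound plus 3 SD, cut at about 30% in these data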;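 also: 0% = plate median of compound wells and 100% = S159A mutant with DMSO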
#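 Assay system: Wild-type mouse ABHD4 protein | Medium: HEPES pH 7.0 buffer, 150 mM NaCl, 0.01% Pluronic F-127 | Incubation: Enzyme–compound pre-incubation 45 min, then probe 60 min, both 25 °C | Technique: Fluorescence polarization with parallel and perpendicular emission, 525/598 nm | Evaluation: % inhibition of FP-Rh probe binding versus controls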
# PRMT1 inh: blocks human protein arginine methyltransferase 1; Q99873; recombinant PRMT1, activity-based probe fluorescence polarization; inhibition, % at 2.79 µM; 370,000 tested, 1.3% active;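 active = inhibition above about 21% made by adding two undisclosed values, limit read from the data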
# PG9 Ab binder: PG9 antibody binding by small molecule; 360,000 tested, 0.43% active; inhibition, % at 6.7 µM; AID 624416; TR-FRET gp120-PG9 antibody binding; in the data active = inhibition above about 8.5%
# Numbers without * were called inactive; · = no result given; & = joins results of further samples. Some of the compounds tested; count on the stated rates, not on these rows.
SMILES,rCAG RNA binder,HTRA1 inhibitor,MBD2 DNA inh,UHRF1 MBD2 ctr,LEDGF integ inh,NR1D1 modulator,TCR CD3 inh,ABHD4 inh,PRMT1 inh,PG9 Ab binder
Cc1ccccc1CCNC(=O)CCn1nc(C)c2c(C)n(-c3ccccc3)nc2c1=O,-8,3,-1,-1,-1,-4,0,2,0,-2.9
Cc1nc(SCC(=O)NC(=O)NCCC(C)C)c2c(-c3cccs3)csc2n1,2,0,-4,-3,5,5,-9,3,-3,1.9
Cc1cccc(C)c1NC(=O)c1ccccc1C(=O)O,3,-2,0,1,-1,1&-6,8,-3,2,0.2
CC1(c2nnnn2-c2ccc(F)cc2)CCCC(=O)N1CCc1c[nH]c2ccccc12 (stereo unspecified),4,·,3,3,4,2,·,-1,-4,·
Cc1cc(NS(=O)(=O)c2ccc(NC(=O)c3ccco3)cc2)nc(C)n1,-1,-1,-3,1,-1,-3,6,0,-1,1.1
Cc1ccc(C)c(OCC(=O)Nc2cccc(S(=O)(=O)NC3=NCCCCC3)c2)c1,-4,-7,-1,0,1,0,-2,-1,-4,-0.6
COc1ccc(-c2nc(CS(=O)(=O)CC(=O)NCCc3ccccc3)c(C)o2)cc1,0,-1,-5,-5,6,3,3,1,-3,-0.4
CN1CCCC(OC(=O)c2ccccc2F)C1 (stereo unspecified),1,6,-2,0,0,-6,-3,-1,-1,-2.1
COc1ccc(C(Cl)=C(c2ccc(OC)cc2)c2ccc(OC)cc2)cc1,7,-3,1,-2,-2,5&3,-1,-8,2,-1.5
CCOc1ccccc1NC(=O)C1=C(C)NC(=O)NC1c1cccc(OC)c1OC (stereo unspecified),-6,2,10,23*,3,0,8,0,-2,1.1
CC(C(=O)OCC(=O)Nc1ccccc1OC(F)F)N1C(=O)C2CC=CCC2C1=O (stereo unspecified),-2,4,5,4,-5,4,-11,-4,0,1.3
Cc1cc(S(=O)(=O)N(Cc2ccc3c(c2)OCO3)CC2CCCO2)ccc1-n1cnnn1 (stereo unspecified),-5,1,5,4,-5,-3,-4,7,1,-0.4
COC(=O)COc1ccc(S(=O)(=O)Nc2ccc(NC(C)=O)cc2)cc1,3,6,-2,-1,-1,-2,-2,-3,2,-1.3
O=S(=O)(Nc1cccc(S(=O)(=O)N2CCCCC2)c1)c1ccccc1F,9,5,7,0,0,5,-10,-6,1,-0.9
CCC(CC)NC(=O)COC(=O)c1cccc(C)c1O,2,1,-5,-2,0,1,12,4,0,1.2
Cc1ccc(-c2ccc(CN3C(C(C)C)C(=O)N(Cc4cn(CC5CCCCC5)nn4)CCS3(=O)=O)cc2)cc1 (stereo unspecified),10,-46,0,-2,-2,-3,6,-12,-1,-0.7
CC(=O)Nc1ccc(CN2CCN(CCC(C)C)C(CCO)C2)cc1 (stereo unspecified),-5,5,0,0,-3,3,5,2,-1,0.8
Cc1c(-n2c(SCC(=O)C(C)(C)C)nc3ccccc3c2=O)c(=O)n(-c2ccccc2)n1C,-4,-5,-2,-2,-7,-5,9,1,-1,1.5
Cc1cc(C)nc(SCc2cn3cc(Cl)ccc3n2)n1,-10,7,6,6,-4,9,-9,-5,6,-2.3
CC(NC(=O)CCc1nnc(C2CCCCC2)o1)c1ccc(F)cc1 (stereo unspecified),-9,-4,-3,-4,2,-5,2,-4,-4,-0.8
COc1ccc(CN2C/C(=C/c3ccccc3)N3C(=O)C[C@@H](c4ccccc4)N=C23)c(OC)c1,3,·,-3,0,-1,-3,·,-8,1,·
COc1ccc(CN2C(=O)c3ccccc3C2=O)cc1C(=O)OC(C)C(=O)NC(N)=O (stereo unspecified),-1,-7,4,6,-1,1,0,5,1,-0.3
O=[N+]([O-])c1ccc(F)c(CN2CCN(c3ncc(Cc4ccccc4)cn3)CC2)c1,1,·,-1,3,2,-7,0,-2,-3,-1.5
C[C@H](CO)N1C[C@H](C)[C@@H](CN(C)C(=O)Nc2ccc(F)cc2)Oc2ccc(NS(C)(=O)=O)cc2C1=O,1,7,-3,-2,-1,3,6,2,-1,0.1
CS(=O)(=O)N(CC(=O)Nc1ccccc1C(=O)NCc1ccco1)c1ccc2c(c1)OCCO2,0,3,-5,-6,-1,-7,1,-3,-5,-1.6
SMILES,rCAG RNA binder,HTRA1 inhibitor,MBD2 DNA inh,UHRF1 MBD2 ctr,LEDGF integ inh,NR1D1 modulator,TCR CD3 inh,ABHD4 inh,PRMT1 inh,PG9 Ab binder
COc1cc(OC)cc(C(=O)NCC(=O)NCC(c2ccco2)N2CCCCC2)c1 (stereo unspecified),0,-7,-2,-1,6,0,0,1,-4,1.7
COc1ccc(/C=N/NC(=O)C2C(=O)NCC2c2ccccc2)c(OC)c1 (stereo unspecified),-3,-1,-4,-1,1,1,2,3,3,-1.2
COc1ccc(C(=O)NCCc2nc3cc([N+](=O)[O-])ccc3n2C)cc1,1,-5,-3,3,3,0,-11,-5,-2,-2.1
COc1ccc(CCN(Cc2nc(-c3ccccc3)no2)Cc2nc(-c3ccccc3)no2)cc1OC,-2,0,0,-1,0,2,4,2,0,-2.3
Nc1nonc1C(=O)N/N=C\c1cc2c(cc1Cl)OCO2,-2,-4,2,2,-2,-23,2,4,3,-2.0
O=C(CSc1ccc([N+](=O)[O-])cn1)Nc1ccc2[nH]c(=O)[nH]c2c1,2,6,2,4,8,-6,-6,-3,0,-0.5
COC(=O)C1=C(C)N(C)C(=NCc2ccc3c(c2)OCO3)NC1c1ccc(C(F)(F)F)cc1 (stereo unspecified),11,·,-2,1,-1,-3,7,5,-7,-0.4
CC1CC1C(=O)OCC(=O)Nc1cccc(Br)c1 (stereo unspecified),-4,-5,-1,-1,-1,-3,7,1,1,1.0
CC(=O)Nc1ccc2c(O)cc(S(=O)(=O)O)cc2c1,2,5,1,2,2,-8,-1,13,6,-0.3
CCOC(=O)C1=C(COC(=O)/C=C/c2ccco2)NC(=O)NC1C (stereo unspecified),0,8,5,13,11,0,9,-4,6,-1.0
CC(Nc1nc(-c2ccccc2F)nc2ccccc12)c1ccccc1 (stereo unspecified),-4,-47,-4,-2,5,-1,0,-25,-1,-0.7
CCN1CCN(C(=O)C2c3cc(OC)c(OC)cc3C(=O)N(C)C2c2ccc(SC)cc2)CC1 (stereo unspecified),0,-5,-3,-3,0,3,3,2,1,-0.7
COC(=O)[C@H](Cc1ccccc1)NC(=O)c1ccc2ccccc2n1,-4,-12,1,1,1,-6,-2,-11,-4,-0.9
CCCC(=O)Nc1sc2c(c1C#N)CCCCC2,0,0,-6,1,-1,2,2,-10,1,-0.8
O=C(O)c1ccccc1/C=N/Nc1ccc(S(=O)(=O)N2CCCC2)cc1[N+](=O)[O-],8,-3,-6,-4,-1,1,5,2,-3,-2.6
CC1CC(c2ccccc2)NS(=O)(=O)O1 (stereo unspecified),2,-3,2,0,2,4,6,3,1,1.6
O=C(Nc1ccnn1C1CCN(Cc2cccc(F)c2F)CC1)C1CCCC1,-8,-1,1,0,0,-2,-1,2,2,-0.6
CCOc1ccc(-n2c(SCc3ccc(C(=O)OC)o3)nc3c(c2=O)SCC3)cc1,0,3,1,-3,0,-1,-1,12,2,-1.1
CC(C)(C)NC(=O)NC(=O)COC(=O)COc1ccc(Cl)cc1Cl,-4,-4,0,-1,-2,-1,-4,2,-1,-3.2
Cc1ccc(OC(=O)c2cc(=O)c3ccccc3o2)cc1,-3,4,-3,2,-1,-3,2,-1,-1,-0.8
O=C(/C=C/Nc1cccc(F)c1)c1ccco1,-1,2,0,-2,-1,1,3,-3,-1,-1.7
O=C(Nc1cccc(Cl)c1)Nc1ccc2nccnc2c1,15,-50,2,-3,0,-2,1,-58,6,0.4
Cc1cc(C)n(C(=O)c2nn(C)c(C)c2[N+](=O)[O-])n1,3,-4,1,1,-2,2,9,-1,0,-1.1
O=C(COC(=O)CNC(=O)C1CCCCC1)Nc1ccc2c(c1)OCCO2,-3,6,3,0,-1,-5,11,-3,-1,-0.5
Cn1cc(CN2CCc3c([nH]c4ccccc34)C2C(C)(C)C)cn1 (stereo unspecified),-8,2,-1,5,-4,0,-1,4,-1,-0.7
SMILES,rCAG RNA binder,HTRA1 inhibitor,MBD2 DNA inh,UHRF1 MBD2 ctr,LEDGF integ inh,NR1D1 modulator,TCR CD3 inh,ABHD4 inh,PRMT1 inh,PG9 Ab binder
COc1cccc(CNC(=O)Cn2c(-c3ccccc3)cc(C(C)=O)c2C)c1,8,·,1,0,-3,4,·,2,-2,·
CCOC(=O)C(=O)N(CC)C1CCS(=O)(=O)C1 (stereo unspecified),0,4,8,9,3,1,-6,-6,10,0.8
Cc1cc(OCC(=O)Nc2ccc(N3CCN(C(=O)c4ccco4)CC3)cc2)cc(C)c1Cl,-2,-4,2,5,0,-8,-1,4,2,-0.5
COC(=O)[C@]12C[C@H](CC(=O)NCCC(C)C)C(=O)N(Cc3ccco3)C1=C[C@H](C(C)(C)C)O[C@@H]2C,1,·,4,-2,-1,-1,·,-3,0,·
Cc1ccc(C)c(Nc2nc3ccccc3[nH]2)c1,-3,8,0,1,-3,0,-4,3,2,0.3
COc1ccccc1CC(=O)Nc1ccc2nc(C)sc2c1,-2,-1,-3,-7,1,2,7,3,-4,0.5
Cc1ccc(C2C3=C(CC(C)(C)CC3=O)Nc3[nH]c(=S)[nH]c(=O)c32)cc1 (stereo unspecified),13,-6,-6,2,5,0,-1,1,52*,3.1
c1ccc(COCc2ccccc2)cc1,1,·,1,1,-5,-1,-11,-2,2,1.2
O=C(N/C=C\c1ccccc1)NCc1ccc(Cl)cc1Cl,7,-30,1,-2,1,-1,8,-23,-1,0.7
Cc1ccc(C(=O)NCCCn2ccnc2)cc1[N+](=O)[O-],1,13,-1,-2,0,-6,6,2,-1,1.0
COc1ccc(CNC(=O)N[C@@H](Cc2c[nH]c3ccccc23)C(=O)O)cc1,2,5,-6,2,1,2,6,-5,-2,0.7
O=C(OC(C(=O)NCC1CCCO1)c1ccccc1F)c1ccco1 (stereo unspecified),-1,3,4,0,1,-3,-4,4,5,2.7
N#Cc1c(-c2ccccc2)nc(SCC(=O)Nc2ccc(OC(F)(F)Cl)cc2)[nH]c1=O,90*,-102,-3,2,1,0,-3,-89,1,8.8*
O=C(NCc1ccc(Cl)cc1)c1ncn[nH]1,0,-3,2,-1,-3,-6,-3,2,6,1.2
Nc1nc(SCC(=O)Nc2ccc(Cl)cn2)n[nH]1,3,2,1,-1,2,5,1,1,2,-3.3
CCOC(=O)c1sc(=S)n(-c2ccccc2Cl)c1C,-7,-7,-5,-1,1,10,12,5,-6,0.7
CCc1ccc(-c2nnn(CC(=O)N(C3CCCC3)C3CCS(=O)(=O)C3)n2)cc1 (stereo unspecified),2,3,2,-1,-5,-3,-2,8,2,1.6

# Screening data: PubChem, several laboratories
